Screening data deposited in PubChem by National Center for Advancing Translational Sciences (NCATS).
AmpC no deterg = qHTS Inhibitors of AmpC Beta-Lactamase (assay without detergent); P00811; AmpC nitrocefin hydrolysis, absorbance 480 nm, 0.0001% Triton; Potency, µM (titrated, usually from 57.1 µM), without a hit: at the highest dose activity change, negative = inhibition, hits mostly inhibitors; actives 0.52% (n = 330,000); AID 485341, 2010;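 further: potency means the concentration at half of the fitted maximal effect; plate controls were no compound for no effect and no enzyme for full effect; nearly all actives have a fitted effect of over 20% in size; some results filed as inactive show a strong effect at the top dose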
Target sequence (P00811 whole entry, looked up): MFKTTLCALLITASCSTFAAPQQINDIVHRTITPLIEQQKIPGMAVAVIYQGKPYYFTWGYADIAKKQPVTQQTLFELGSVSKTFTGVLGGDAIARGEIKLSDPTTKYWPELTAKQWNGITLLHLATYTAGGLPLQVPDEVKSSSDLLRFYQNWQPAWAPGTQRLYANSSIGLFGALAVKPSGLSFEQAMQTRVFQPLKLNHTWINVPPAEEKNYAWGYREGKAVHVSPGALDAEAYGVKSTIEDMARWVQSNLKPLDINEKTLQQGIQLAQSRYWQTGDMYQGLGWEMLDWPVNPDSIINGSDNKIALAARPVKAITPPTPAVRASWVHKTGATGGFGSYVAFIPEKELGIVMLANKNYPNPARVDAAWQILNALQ
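20 mM phosphate pH 7.0 + 0.01% (detergent screen) or 0.0001% Triton X-100; 5.3 nM AmpC reagent; cpd preinc 15 min RT; nitrocefin (800 uM stock) to start; A480 q20 s × 4 min; Activity was normalised to no-enzyme and no-compound control wells.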
TbPYK inhibitor = qHTS of Trypanosoma Brucei Inhibitors. pyruvate kinase (Trypanosoma brucei), Q57TT1. TbPYK enzyme, Kinase-Glo Plus ATP luminescence, 45 min. Potency, µM (doses to about 76.8 µM), inactives show at the highest dose activity, negative = inhibition, most hits filed as inhibitors. actives 0.12% (n = 410,000). AID 624173, 2012; further: potency means the concentration at half of the fitted maximal effect; nearly all actives have a fitted effect of over 50% in size
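Assay buffer: 50 mM TEA pH 7.2, 100 mM KCl, 10 mM MgCl2, 0.05% BSA, 0.01% Tween-20. Pyruvate kinase from T. brucei plus substrate met compound, then ADP (130 uM final). Luminescence was read post 45 min RT.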
LmPK inhibitor = qHTS Assay for Inhibitors of Leishmania Mexicana Pyruvate Kinase (LmPK); Q27686; purified LmPK, Kinase-Glo ATP luminescence, 1 h; Potency, µM (top dose mostly 57.5 µM), for inactives: top-dose activity change, negative = inhibition, most hits filed as inhibitors; actives 0.37% (n = 290,000); further: potency means the concentration at half of the fitted maximal effect
Target sequence (Q27686 whole entry, looked up): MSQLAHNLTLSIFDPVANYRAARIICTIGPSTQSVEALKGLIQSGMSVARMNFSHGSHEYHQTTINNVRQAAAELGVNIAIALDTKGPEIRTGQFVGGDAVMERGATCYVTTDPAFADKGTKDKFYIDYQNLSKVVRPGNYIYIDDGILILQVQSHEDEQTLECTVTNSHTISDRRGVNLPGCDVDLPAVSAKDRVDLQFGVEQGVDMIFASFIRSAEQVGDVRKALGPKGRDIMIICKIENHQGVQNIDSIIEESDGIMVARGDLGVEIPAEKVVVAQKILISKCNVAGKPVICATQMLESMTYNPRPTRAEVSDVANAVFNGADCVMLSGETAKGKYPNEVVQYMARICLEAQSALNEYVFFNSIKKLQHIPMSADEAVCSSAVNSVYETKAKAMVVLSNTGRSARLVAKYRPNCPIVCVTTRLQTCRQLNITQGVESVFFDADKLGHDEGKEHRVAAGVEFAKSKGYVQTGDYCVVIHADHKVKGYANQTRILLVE
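Purified LmPK (0.1 nM) converted ADP (0.1 mM) to ATP with PEP (0.5 mM) in imidazole buffer pH 7.2 with KCl and MgCl2, 1 h at room temperature. ATP was read by Kinase-Glo luminescence; data normalized to uninhibited and no-enzyme controls.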
AmpC inh detg = qHTS Inhibitors of AmpC Beta-Lactamase (assay with detergent) | P00811 | AmpC hydrolysis of nitrocefin, absorbance 480 nm, 0.01% Triton | Potency, µM (doses to about 114 µM), without a hit: top-dose activity change, negative = inhibition, actives largely listed as inhibitors | actives 0.041% (n = 370,000) | AID 485294, 2010;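 further: potency means the concentration at half of the fitted maximal effect; 0% = no-compound wells and -100% = no-enzyme wells; nearly all actives have a fitted effect of over 25% in size; some results filed as inactive show a strong effect at the top dose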
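20 mM phosphate pH 7.0 + 0.01% (detergent screen) or 0.0001% Triton X-100; 5.3 nM AmpC reagent; cpd preinc 15 min RT; nitrocefin (800 uM stock) to start; A480 q20 s × 4 min; Activity was normalised to no-enzyme and no-compound control wells.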
HCMV antiviral = qHTS Assay for inhibitors of the human cytomegalovirus (HCMV). HFF cells, HCMV-luciferase reporter, 72 h; active compounds read low. activity change, negative = inhibition, % at 57.5 µM. actives 4.5% (n = 410,000). AID 1259415, 2018; in the data active means activity change below about -60%; inconclusive means no clear call, values can overlap the other calls; inactive means above about -39%
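Two compound doses tested in HFFs infected with HCMV-luciferase, MOI 1 PFU/cell, 72 h at 37C. Lysate luminescence read with OneGlo; data normalized against buffer-only and 10uM Salinomycin inhibitor controls.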
AMA1-RON2 inh = qHTS for Inhibitors of AMA1-RON; Towards Development of Antimalarial Drug Lead: Primary Screen; AlphaScreen AMA1-biotinylated RON2 peptide binding; Potency, µM (titrated, usually from 58.2 µM), for inactives: at the top dose activity change, negative = inhibition, usual class: inhibitors; actives 0.2% (n = 360,000); AID 720542, 2013;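 further: potency means the concentration at half of the fitted maximal effect; 0% = vehicle wells and -100% = peptide control; nearly all actives have a fitted effect of over 45% in size; some results filed as inactive show a strong effect at the top dose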
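AMA1 (3D7) with his tag at 25 nM final met compounds first, then biotinylated RON2 peptide at 25 nM; detection used donor plus acceptor beads, 10 µg/mL apiece, read by AlphaScreen after 30 min at room temperature.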
HCV inhibitor = qHTS Assay for Inhibitors of Hepatitis C Virus (HCV); Potency, µM (doses to about 41.8 µM), inactives show at the top dose activity change, negative = inhibition, usual class: inhibitors; Huh7.5.1 HCVcc-Cre infection, luciferase reporter, 44 h; AID 651820, 2012; actives 3.4% (n = 340,000); further: potency means the concentration at half of the fitted maximal effect
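After 44 h co-culture of compound, cells and HCVcc-Cre (~0.5 moi), substrate is added for 15 min at room temperature and luciferase measured over 15 sec. Cells were seeded at 1,000/well and pre-cultured 4 h.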
Active calls of the source: *; u = inconclusive; x = not tested or not shown; & = joins results of further samples; [ ] = remark or other dose. Unless noted, the call rests on the fitted dose curve; in most records, active means well fitted curve in the direction sought with a large enough effect; inconclusive means small, poorly fitted or top-dose-only effect, or another doubt; inactive means no such curve, though single readings can be large; an effect the other way counts as inactive or inconclusive. Unless noted, on the % scale 0 is the no-effect control and ±100 the full control effect.

SMILES	AmpC no deterg	TbPYK inhibitor	LmPK inhibitor	AmpC inh detg	HCMV antiviral	AMA1-RON2 inh	HCV inhibitor
Cc1cn([C@H]2C[C@H](O)[C@@H](/C=C/C(=O)N3CCN(Cc4ccc(F)cc4)CC3)O2)c(=O)[nH]c1=O	x	-9%	x	x	7	9%	x
Clc1ccc(Sc2cc(Cl)c(-c3ccccc3)nn2)cc1	1%	-1%	0%	-5%	98	-7%	-7%
Cc1ccccc1CN1CCN(CC(=O)NCc2ccco2)C1=O	1%	-5%	1%	1%	-13	0%	2%
COc1ccc(CN(Cc2cccn2C)S(=O)(=O)c2ccc(F)cc2)cc1	-39%	-1%	4%	-1%	3	-19%	-15%
CC1=C(C(=O)Nc2ccc(C(=O)NCCCN3CCCCC3)cc2)SCCO1	-14%	-1%	-13%	-1%	-19	-18%	5%
Cc1cc(NCCCN2CCOCC2)n2nc(C)c(-c3ccccc3)c2n1	114%[activator]	4%	3%	-13%	44	-1%	-26%
COc1cc(-n2ccnc2SC)c(Cl)cc1Cl	78%[activator]	2%	3%	6%	24	-22%	6%
C[C@H](CO)N1C[C@H](C)[C@H](CN(C)C(=O)CCC(F)(F)F)OCc2cnnn2CCCC1=O	x	-15%	x	x	-19	-6%	x
COc1ccc(C(=O)N2CCC(O)(c3ccc(F)cc3)CC2)cc1OC	-4%	1%	5%	u	-1	-18%	11%
COc1cc(/C=C2/C(=O)NN(c3cccc(Cl)c3)C2=O)cc(OC)c1O	-22%	-15%	-1%	-3%	34	-9%	6%
O=C(O)/C=C/C(=O)NCCC(c1ccccc1)c1ccccc1	-6%	-7%	-4%	2%	0	-13%	8%
CC(C)(C)OC(=O)N/N=C/c1ccc(N2CCOCC2)s1	-4%	-9%	-1%	-1%	58	2%[2.32 µM]	0%
COC(=O)c1ccccc1NC(=O)NCC1CCCO1 (stereo not drawn)	-16%	-14%	0%	-2%	11	-13%	0%
CCC(=O)Nc1ccccc1N1CCN(c2ccc(F)cc2)CC1	-7%	-7%	-2%	u	-20	13%	11%
CCOc1ccc(N(CC(=O)Nc2ccc(Cl)cc2)S(C)(=O)=O)cc1	x	-2%	x	x	47	0%	x
CC(Oc1cc2oc(=O)cc(-c3ccccc3)c2cc1Cl)C(=O)NCC1CCC(C(=O)O)CC1 (stereo not drawn)	-11%	4%	3%	3%	9	8%	-10%
COc1cccc(NC(=O)Nc2nnc(CC(=O)NCc3ccccc3)s2)c1	25µM*	-3%	4%	-6%	-32	-4%	9%
O=c1c2sccc2n(Cc2cc(=O)n3ccccc3n2)c(=O)n1-c1cccc(C(F)(F)F)c1	x	6%	x	2%	u	x	x
O=C(CCCCCn1c(=S)[nH]c2ccc(N3CCOCC3)cc2c1=O)NCCc1ccccc1	-21%	3%	-4%	-14%	37	55%[activator]	-17%
COc1ccccc1CNCCS(=O)(=O)NCc1ccccc1OC	x	0%	x	x	-19	-25%	-6%
Cc1ncc(CSc2nnnn2-c2ccccc2)c(N)n1	-24%	2%	-3%	u	11	26%	8%
O=C(c1ccccc1)N1CCCCC(S(=O)(=O)c2ccccc2)C1=O (stereo not drawn)	-19%	-7%	-3%	-10%	-17	3%	7%
CC(OC(=O)c1ccc(-n2cnnn2)cc1)C(=O)N(C)c1ccccc1 (stereo not drawn)	13%	-1%	x	0%	7	3%	3%
CCNC(=O)c1cccc(NC(=O)C2CC(=O)N(CCc3ccccc3)C2)c1 (stereo not drawn)	-5%	-2%	x	-3%	-1	-4%[11.6 µM]	32%[activator]
CC(OC(=O)C1CCN(S(=O)(=O)c2ccc3c(c2)OCCO3)CC1)C(=O)N(C)c1ccccc1 (stereo not drawn)	145%[activator]	0%	x	-13%	9	-3%	u
CCc1ccc(C2CC(=O)c3c([nH]c(C(=O)OC4CCCCCC4)c3C)C2)cc1 (stereo not drawn)	x	-3%	x	-8%	-18	x	x
Cc1cccc(NC(=O)c2nc[nH]c2C(=O)N2CCc3ccccc3C2)c1	12%	-4%	x	0%	12	63%[activator]	3%
O=C(CCc1ccccc1)NCc1ccccc1	0%	1%	-5%	6%	-19	-1%	8%
O=C(NCc1ccccc1)N[C@@H](Cc1c[nH]c2ccccc12)C(=O)O	-3%	2%	3%	0%	25	6%	6%
C/C(=N\NC(=O)c1nn(C)cc1Br)c1ccc(NC(=O)c2ccncc2)cc1	-27%	-3%	-4%	u	66	26%	u
O=C(/C=C/c1ccc2c(c1)OCO2)Nc1nc2ccccc2s1	-14%	-12%	3%	u	-22	18%	-5%
CNC(=O)C[C@H]1C(=O)N(c2ccc(OC)cc2)C[C@@H]1CSC	x	4%	x	x	-3	-9%	x
COc1ccccc1NC(=O)c1ccc(NC(=O)COC(=O)C2(C)CC2(Cl)Cl)cc1 (stereo not drawn)	-27%	2%	0%	-1%	-13	27%	-10%
CCOC(=O)[C@H]1[C@H]2COc3ccc(OC)cc3[C@@H]2N2C(=O)CN(Cc3ccccc3)C(=O)[C@@]12C	232%[activator]	-4%	x	6%	-30	7%	3%
C/C(=N\NC(=O)C1(C)CC1(Br)Br)c1ccc(NC(=O)C2CCC2)cc1 (stereo not drawn)	-56%	3%	-1%	3%	-26	36%[activator]	u
Cc1cccc(N(C)C(=O)c2cc(S(=O)(=O)N3CCCCC3)c[nH]2)c1	1%	-2%&0%	1%	-6%&-9%	u	-9%	10%
Cc1ccc(NC(=O)CSCC(=O)Nc2ccc(S(=O)(=O)N3CCCC3)cc2)cc1	-20%	2%	x	0%	-21	1%	-15%
COc1ccccc1NC(=O)CCS(=O)(=O)c1cc2c(cc1Cl)NC(=O)CO2	-19%	24%	-2%	-11%	-4	17%	-3%
COc1ccccc1CN1CCN(C(=O)COc2cccc(C)c2)CC1	51%	9%&8%	-6%	2%&-7%	-1&-8	20%	6%
CCCCOc1nc(N2CCOCC2)nc(C)c1[N+](=O)[O-]	14%	-1%	0%	10%	-7	-1%	-28%
CCOCCn1c(CN(Cc2ccccc2)Cc2ccccc2)nc2c1c(=O)[nH]c(=O)n2C	51%	6%	2%	-10%	-15	-5%	12%
O=C1C2C3C=CC(C3)C2C(=O)N1c1ccc2c(c1)OCO2 (stereo not drawn)	-10%	1%	5%	2%	8	-5%	-2%
CC1=C(C(N)=O)C(c2ccc(Cl)c(Cl)c2)n2ncnc2N1 (stereo not drawn)	-10%	11%	-2%	0%	24	6%	26%
O=C1CC[C@@H](C(=O)O)N1	-25%	0%&0%	x	-8%	10	6%	11%
CCN1C(=O)N[C@@H](c2ccccc2)[C@@H](C(=O)OC)[C@H]1C	x	-1%	-2%[11.5 µM]	x	-9	1%	27%
C[C@@H](C(=O)Nc1ccc2ccccc2c1)[C@H]1C[C@]1(C)[C@H](NS(=O)(=O)c1ccc(-c2ccccc2)cc1)c1ccccc1	-32%	-1%	0%	u	-15	-4%	22%[8.37 µM]
Clc1ccc(OCc2cn3ccccc3n2)c2ncccc12	6%	-6%	-4%	3%	-11	0%	-6%
COc1ccccc1Cc1c(-c2ccc(C#N)cc2)nc2c(C)cc(Br)cn12	x	-10%	x	x	16	-2%	x
CCn1c(SCC(=O)Nc2cc(C(C)(C)C)nn2-c2ccccc2)nnc1-c1cccs1	67%[activator]	1%	-1%	2%	-25	30%	16µM*
C=CCSc1nnc(C)c(/C=C/Nc2ccc(Cl)cc2)n1	-1%	0%	3%	u	-37	4%	u
Cc1nc2ccccc2n1CC(O)Cn1c(C(F)(F)F)nc2ccccc21 (stereo not drawn)	-3%	-6%	5%	3%	14	-4%	-22%
COc1ccc(Cc2nc3ccc(C(=O)N(C)C(C)c4nccs4)cc3o2)cc1 (stereo not drawn)	67%[activator]	-1%	1%	2%	-23	0%	-7%
CN(C)c1ccc(C(CNC(=O)Cc2ccc(Cl)cc2)N2CCOCC2)cc1 (stereo not drawn)	x	-2%	x	-1%	-29	x	x
CCc1ccc(CNC(=O)c2cc(=O)[nH]c3ccc(S(=O)(=O)N4CCCCC4)cc23)cc1	x	-2%	x	4%	0	x	x
CCOc1ccc(C(=O)OCCN(C)C)cc1	0%	-1%	9%	u	13	-2%	22%
Cc1ccccc1/C=N/NC(=O)c1cccnc1	-22%	2%	-1%	u	3	25%	5%
Cc1cccc(NC(=S)N(Cc2ccc(Br)cc2)Cc2ccc(C(=O)O)cc2)c1	-19%	-3%	3%	-5%	-7	6%	29%
Cc1ccccc1-c1nc(SCC(=O)NCc2ccco2)c2c(=O)n(C)c(=O)n(C)c2n1	x	14%	x	-3%	-22	x	x
CCCC(CCC(=O)Nc1ccc(C(=O)OC)cc1)C(=O)O (stereo not drawn)	-13%	-2%	-4%	-5%	-10	-2%	9%
Cc1ccc(NC(=O)CCC(=O)N2Cc3ccccc3Oc3ncccc32)c(C)c1	x	2%	x	18%	5	x	x

Further results
SMILES	AmpC no deterg	TbPYK inhibitor	LmPK inhibitor	AmpC inh detg	HCMV antiviral	AMA1-RON2 inh	HCV inhibitor
CCNc1nc(NC(C)C)nc(Oc2ccc(/C=N/O)cc2)n1	-22%	-2%	3%	-8%	27	-6%	u
COc1ccc(C[C@H]2CN3C(=NC[C@H]3Cc3ccccc3)N2CCNC(=O)CCC2CCCCC2)cc1	93%[activator]	7%	-1%	-5%	u	-2%	-7%
O=C(NN=C1CCCCCC1)c1cn(-c2ccccc2)nc1-c1ccccc1	-47%	4%	0%	3%	-28	53%[activator]	2%
O=C(Nc1cccc2ccccc12)c1csc([C@@H]2O[C@H](CO)[C@@H](O)[C@H]2O)n1	x	2%	x	x	-8	2%	x
O=C(Nc1ccccc1O)c1cccc(NC(=O)c2ccco2)c1	-20%	1%	-3%	u	4	-7%	-2%
CCCCCCSc1cccc(-c2nc3ccc(Cl)cn3c2NCCCC)c1	x	0%&-2%	x	x	19&14	5%&-5%	13%

2 of the compounds above, with values under each structure:
Results follow in this order: AmpC no deterg | TbPYK inhibitor | LmPK inhibitor | AmpC inh detg | HCMV antiviral | AMA1-RON2 inh | HCV inhibitor
> CC(OC(=O)C1CCN(S(=O)(=O)c2ccc3c(c2)OCCO3)CC1)C(=O)N(C)c1ccccc1 (stereo not drawn)
 : 145%[activator] | 0% | x | -13% | 9 | -3% | u
> C=CCSc1nnc(C)c(/C=C/Nc2ccc(Cl)cc2)n1
 : -1% | 0% | 3% | u | -37 | 4% | u
